AMA1-RON2 inh = disrupts binding of P. falciparum AMA1 to RON2 | Potency, µM (doses to about 58.2 µM), for the others: top-dose activity change, negative = inhibition, usual class: inhibitors | AlphaScreen AMA1-biotinylated RON2 peptide binding | 360,000 compounds, 0.2% hits;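 further: potency means the concentration at half of the fitted maximal effect; 0% = vehicle wells and -100% = peptide control; nearly all actives have a fitted effect of over 45% in size; some results filed as inactive show a strong effect at the top dose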
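AMA1 (3D7) with his tag at 25 nM final met compounds first, then biotinylated RON2 peptide at 25 nM; detection used donor plus acceptor beads, 10 µg/mL apiece, read by AlphaScreen after 30 min at room temperature.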
Shiga toxin inh = blocks Shiga toxin action in Vero cells. 290,000 compounds, 9.2% hits. Vero cells, Shiga toxin protein synthesis inhibition reporter. AID 2315. inhibition, % at 38.7 µM; in the data active means inhibition mostly above about 28%, no sharp cut-off; inactive means mostly below about 43%; further: 0% is about no effect
AmpC inh no detg = blocks E. coli AmpC beta-lactamase in detergent-free assay. Potency, µM (titrated, usually from 57.1 µM), without a hit: at the highest dose activity change, negative = inhibition, hits mostly inhibitors. P00811. 330,000 compounds, 0.52% hits. AID 485341. AmpC nitrocefin hydrolysis, absorbance 480 nm, 0.0001% Triton;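 further: potency means the concentration at half of the fitted maximal effect; plate controls were no compound for no effect and no enzyme for full effect; nearly all actives have a fitted effect of over 20% in size; some results filed as inactive show a strong effect at the top dose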
Target sequence (P00811 whole entry, looked up): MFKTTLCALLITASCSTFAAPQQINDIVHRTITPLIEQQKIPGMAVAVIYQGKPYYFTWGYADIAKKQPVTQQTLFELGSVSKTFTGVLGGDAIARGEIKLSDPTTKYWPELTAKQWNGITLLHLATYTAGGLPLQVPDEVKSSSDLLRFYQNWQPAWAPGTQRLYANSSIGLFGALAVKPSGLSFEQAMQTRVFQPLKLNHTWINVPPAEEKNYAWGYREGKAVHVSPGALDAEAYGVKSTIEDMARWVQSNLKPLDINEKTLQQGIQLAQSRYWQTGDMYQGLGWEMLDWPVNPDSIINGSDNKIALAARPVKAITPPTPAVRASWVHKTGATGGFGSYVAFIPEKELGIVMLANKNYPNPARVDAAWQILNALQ
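AmpC (5.3 nM in the dispensed reagent) in 20 mM phosphate pH 7.0 with 0.01% (detergent screen) or 0.0001% Triton X-100 was preincubated with compounds for 15 min at room temperature. Nitrocefin was then added from an 800 uM solution, and hydrolysis was followed at 480 nm.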
AmpC inh detg = inhibitors of E. coli AmpC beta-lactamase with detergent; Potency, µM (series often up to 114 µM), for inactives: top-dose activity change, negative = inhibition, hits mostly inhibitors; AmpC hydrolysis of nitrocefin, absorbance 480 nm, 0.01% Triton; P00811; 370,000 compounds, 0.041% hits;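 further: potency means the concentration at half of the fitted maximal effect; 0% = no-compound wells and -100% = no-enzyme wells; nearly all actives have a fitted effect of over 25% in size; some results filed as inactive show a strong effect at the top dose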
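20 mM phosphate pH 7.0 + 0.01% (detergent screen) or 0.0001% Triton X-100; 5.3 nM AmpC reagent; cpd preinc 15 min RT; nitrocefin (800 uM stock) to start; A480 q20 s × 4 min; Activity was normalised to no-enzyme and no-compound control wells.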
Cycloheximide cs = counter-screen for Shiga toxin inhibitors: cycloheximide protein synthesis inhibition; cell reporter, cycloheximide protein synthesis inhibition counterscreen; max response, %; 300,000 compounds, 12% hits; in the data active means max response mostly above about 13%, no sharp cut-off; inactive means mostly below about 14%; further: read at 38.3 µM for the half of the compounds with a filed dose; 0% is about no effect
HCMV inh = human cytomegalovirus inhibition. HFF cells, HCMV-luciferase reporter, 72 h; active compounds read low. activity change, negative = inhibition, % at 57.5 µM. 410,000 compounds, 4.5% hits. AID 1259415; in the data active means activity change below about -60%; inconclusive means no clear call, values can overlap the other calls; inactive means above about -39%; further: on the % scale 0 is the no-effect control and ±100 the full control effect
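Screen run at 2 compound doses on HFFs infected with reporter HCMV, MOI 1 PFU/cell. Luciferase activity from cell lysates at 72 h post infection gave inhibition relative to buffer-only and Salinomycin wells.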
FBPA Giardia inh = inhibitors of Giardia lamblia fructose-1,6-bisphosphate aldolase; purified Giardia FBPA; Potency, µM (top dose mostly 59.6 µM), without a hit: at the top dose activity, negative = inhibition, most hits filed as inhibitors; A8B2U2; 290,000 compounds, 0.71% hits; further: potency means the concentration at half of the fitted maximal effect; on the % scale 0 is the no-effect control and ±100 the full control effect; nearly all actives have a fitted effect of over 55% in size
Target sequence (A8B2U2 whole entry, looked up): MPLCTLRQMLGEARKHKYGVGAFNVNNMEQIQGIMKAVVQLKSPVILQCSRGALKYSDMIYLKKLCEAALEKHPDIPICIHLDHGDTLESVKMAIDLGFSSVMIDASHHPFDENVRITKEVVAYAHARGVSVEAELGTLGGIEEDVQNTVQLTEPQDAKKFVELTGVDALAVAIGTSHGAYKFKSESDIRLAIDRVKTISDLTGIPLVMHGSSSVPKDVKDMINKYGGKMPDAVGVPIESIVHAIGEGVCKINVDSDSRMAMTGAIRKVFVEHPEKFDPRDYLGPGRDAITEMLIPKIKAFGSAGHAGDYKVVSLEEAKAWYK
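Giardia FBPA (40 nM reagent) was preincubated 10 min at RT with compound (up to 57.5 uM final), then substrate plus GAPDH/TPI/NAD/arsenate coupling system with diaphorase/resazurin was added; resorufin fluorescence (525/598 nm) was read after 20 min.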
* hit, by the source's call; ? = inconclusive; · = not tested or not shown; & = joins results of further samples; [ ] = another dose, or the depositor's remark. Unless noted, the call rests on the fitted dose curve; in most records, active means well fitted curve in the direction sought with a large enough effect; inconclusive means small, poorly fitted or top-dose-only effect, or another doubt; inactive means no such curve, though single readings can be large; an effect the other way counts as inactive or inconclusive.

SMILES | AMA1-RON2 inh | Shiga toxin inh | AmpC inh no detg | AmpC inh detg | Cycloheximide cs | HCMV inh | FBPA Giardia inh
CC(OC(=O)c1ccc(Cl)c([N+](=O)[O-])c1)C(=O)N1CCN(Cc2ccccc2)CC1 (stereo not given) | -3% | · | 171%[activator] | -2% | · | -35 | ·
O=C(O)c1ccc(Nc2ccc(Cl)c(Cl)c2)c([N+](=O)[O-])c1 | -8% | 0 | -11% | 1% | -1 | 15 | 12%
COCCNC(=O)c1cn(C)c2ccccc2c1=O | -11% | 3 | -8% | -1% | 9 | 13 | 0%
C#CCOCCOCCOCCNc1nc(N2CCN(C(=O)CCCCCCCCCCNC(=O)[C@@H](CCSC)n3cc(CCO)nn3)CC2)nc(N2CCN(C(=O)CCCCCCCCCCNC(=O)[C@@H]([C@H](C)O)n3cc(C)nn3)CC2)n1 | -1% | · | 229%[activator] | -3% | · | -72* | ·
O=C(NCC1CCCO1)c1onc(CSc2cccc(Cl)c2)c1C(=O)O (stereo not given) | 2% | 2 | -9% | -8% | -4 | 3 | 20%
O=C(NCC1CCCN1S(=O)(=O)c1cccs1)c1ccc(F)c(F)c1 (stereo not given) | -3% | · | -17% | -10% | · | ? | ·
Cc1cc(NC(=O)CCCOc2ccc(Cl)cc2Cl)no1 | 20% | 32 | -19% | ? | 5 | 7 | 14%
COc1ccc2c(c1OC)C(=O)OC2Nc1ccccn1 (stereo not given) | 5% | -20 | -26% | -2% | 4 | -2 | 5%
CC(C)(C)c1ccc(C(=O)N2CCCN(C(=O)c3ccc(C(C)(C)C)cc3)CC2)cc1 | 17%[2.32 µM] | -3 | -43% | -7% | -2 | -5 | 0%
CCN(C(=O)Nc1ccccc1)c1ccccc1 | 2% | -6 | -14% | ? | -1 | 4 | -6%
O=C1C2CCCN2C(=O)N1CCN1CCN(c2ccccc2)CC1 (stereo not given) | -4% | -8 | -9% | -11% | -3 | 10 | 0%
CN(C)C(N)=NCCC[C@H](N)C(=O)O | 18% | · | · | · | · | 85 | 1%
O=C(OC(C(=O)NC1CCCC1)c1ccccc1F)c1ccco1 (stereo not given) | 7% | 30 | -2% | -9% | 5 | 8 | -1%
O=C(/C=C/c1ccccc1)Nc1ccc2c(c1)C(=O)NC2=O | 0% | 37 | -34% | -2% | 19* | ? | -1%
O=C1C2(c3ccccc3)CN3CN(C2)CC1(c1ccccc1)C3 | 20% | -4 | -9% | -13% | -1 | -26 | 3%
Cc1[nH]c2ccccc2c1-c1csc(NC(=O)CSCC(=O)O)n1 | 4% | 14 | -36% | -3% | -2 | -32 | 1%
COc1ccc(CN2CCCC(C(=O)N3CCCCC3)C2)cc1OC (stereo not given) | -4% | -5 | -8% | -6% | 1 | 24 | ?
CC1Cc2ccccc2N1C(=O)CCS(=O)(=O)c1ccc2c(c1)NC(=O)CS2 (stereo not given) | 16% | -2 | -19% | 1% | -7 | 0 | ·
COC(=O)c1sccc1NC(=O)c1ccc(Br)s1 | 3% | -19 | -14% | -4% | 7 | 62 | 2%
O=C(NC(=S)NCc1ccccc1)c1ccccc1[N+](=O)[O-] | 50%[activator] | 23 | -58% | -7% | -2 | -23 | -1%
Cc1nc2ccc(NC(=S)NCCCO)cc2nc1C | 36%[activator] | 40 | -16% | 4% | 13 | -11 | ?
COC(C(=O)Nc1ccc(C(N)=O)cc1)c1ccccc1 (stereo not given) | -6% | 62 | -6% | 0% | 3 | 12 | -1%
Cc1onc(C(=O)NC2CCCCC2)c1[N+](=O)[O-] | 3% | 30 | -14% | 0% | 2 | · | ·
COC(=O)c1ccc(C(=O)OC)c(NC(=O)CN2CCN(c3ccccc3)CC2)c1 | 65%[activator] | -27 | 1% | 2% | -5 | -15 | -2%
COc1ccc(NC(=O)c2sc3ncnc(N4CCN(c5ccccn5)CC4)c3c2C)cc1Cl | 0% | 12 | 35% | -2% | 9 | ? | ·
Cc1c(N(C)C(=O)C23CC4CC(CC(C4)C2)C3)c(=O)n(-c2ccccc2)n1C | 2% | -12 | 5% | -3% | -2 | -37 | 2%
COc1ccc(C(=O)CSc2nnc3n2CCCN3C(=O)Nc2ccccc2)cc1 | -29% | 9 | 41% | -10% | -2 | -15 | -8%
CN1C[C@H](CO)C[C@@H]2c3cccc4[nH]cc(c34)C[C@H]21 | 2% | -6 | -14% | -2% | -1 | -28 | -5%
O=C(Nc1ccc2ccccc2c1)c1cccc([N+](=O)[O-])c1 | 0% | 74* | -29% | 2% | 20* | 54 | 2%
Cc1cccc(C)c1OCC(=O)Nc1nnc(C2CCCO2)s1 (stereo not given) | 5% | -4 | -33% | -6% | -9 | -8 | -1%
O=C(Nc1ccccn1)c1cccnc1 | 1% | 12 | -18% | 1% | -2 | 1 | 4%
CC1=NN(c2nc(-c3ccc(Cl)cc3)cs2)C(=O)C1 | 54%[activator] | -18 | -34% | -14% | 15* | ? | 29%
Cc1cc(C)nc(Sc2ncnc3sc4c(c23)CCC4)n1 | -11% | 15 | -9% | 6% | 8 | -71* | -1%
O=[N+]([O-])c1c(NCc2ccco2)ccc2nonc12 | 2% | 27 | -20% | -3% | 6 | ? | -68%
O=C(Nc1ccccc1Cl)N1CCN(c2ccc3nncn3n2)CC1 | -7% | -5 | -15% | ? | -5 | -12 | -1%
O=C(CN(Cc1ccco1)C(=O)c1ccc(Cl)cc1)Nc1ccc(Cl)c(Cl)c1 | -15% | 23 | -27% | -2% | 4 | -9 | 2%
O=C(O)/C(=C/c1ccco1)NC(=O)c1ccccc1 | -13%[2.32 µM] | 3 | -11% | ? | -2 | -18 | -15%
COc1cc(CNc2ccc3[nH]c(=O)[nH]c3c2)ccc1OCc1ccccc1F | -9% | 37* | -12% | 1%&20% | 19* | ? | -1%
O=S(=O)(Nc1nc2ccccc2nc1N1CCc2ccccc2C1)c1ccc(Br)cc1 | -3% | 33* | -30% | ? | 44* | 195 | -23%
Cc1ccsc1C1Nc2ccc3ncccc3c2C2=C1C(=O)CC(C)(C)C2 (stereo not given) | 3% | -16 | 10% | 7% | 8 | ? | ?

Some of the entries so far, tab-delimited.
SMILES	AMA1-RON2 inh	Shiga toxin inh	AmpC inh no detg	AmpC inh detg	Cycloheximide cs	HCMV inh	FBPA Giardia inh
O=C(CN(Cc1ccco1)C(=O)c1ccc(Cl)cc1)Nc1ccc(Cl)c(Cl)c1	-15%	23	-27%	-2%	4	-9	2%
COC(=O)c1sccc1NC(=O)c1ccc(Br)s1	3%	-19	-14%	-4%	7	62	2%

Following part:
SMILES | AMA1-RON2 inh | Shiga toxin inh | AmpC inh no detg | AmpC inh detg | Cycloheximide cs | HCMV inh | FBPA Giardia inh
COc1cc2c(cc1OC)-c1cc(Nc3cccc(F)c3)nc(=O)n1CC2 | 0% | 3 | -28% | -6% | -3 | -23 | 1%
Cc1nn(-c2ccc(Cl)cc2)c2sc(C(=O)N3CCN(c4ccccn4)CC3)cc12 | -1% | -6 | -14% | 7% | -2 | 23 | 2%
C[C@H]1CN([C@@H](C)CO)C(=O)c2cccc(NC(=O)C3CC3)c2O[C@H]1CN(C)CC1CCCCC1 | -1% | · | -7% | · | · | 10 | ·
CC(=O)C1=C(c2ccccc2)NC(=O)NC1c1ccccc1OCC(=O)Nc1ccccc1 (stereo not given) | 11% | -12 | -18% | 2% | -3 | -4 | 3%
O=C(/C=C\c1ccco1)c1ccc(NC(=O)c2ccco2)cc1 | -2% | 73 | 6.3µM* | 2% | 26* | 71 | -6%
COC(=O)c1sccc1NC(=O)c1c(C)c(-c2cccc(Cl)c2)nc2ccccc12 | -5% | -4 | -10% | 0% | 8 | 1 | 4%
CC(=O)N(C1=NCCCS1)c1ccccc1Cl | 13% | 17 | -7% | -8% | -2 | -17 | 4%
CC(=O)Nc1ccc(S(=O)(=O)N2CCC(N(C)CCC(C)C)CC2)cc1 | -26% | 18 | -19% | -2% | -3 | 22 | -5%
CCOC(=O)C1CCN(C(=O)COc2ccc(S(=O)(=O)N3CCOCC3)cc2)CC1 | -15% | -24 | 19% | -4% | -2 | 16 | ·
CCOc1ccc2oc(=O)cc(CN3CCOCC3)c2c1 | -11% | -13 | -12% | 1% | 0 | -26 | -6%
O=c1cc(N2CCCCC2)c(-c2ccccc2)nn1Cc1ccc(Cl)cc1 | 0% | -23 | 85%[activator] | -1% | -2 | 13 | -1%
CCCCC(=O)c1ccc(O)cc1 | 3% | 42 | -22% | -10% | 15* | -8 | 4%
CC(C)NC(=O)CCCn1c(=S)[nH]c2cc3c(cc2c1=O)OCO3 | 75%[activator] | -23 | -18% | -3% | -1 | 13 | -2%
CNCC(C)c1ccccc1 (stereo not given) | -10% | 18 | -3% | 0% | 4 | 7 | -1%
COc1ccc(C(=O)Nc2ccc(N3CCC(C)CC3)cc2)cc1Br | -10% | -4 | -13% | -9% | -2 | ? | 1%
CCCCCCCC(=O)NNC(=O)c1c(O)c2ccccc2n(CC)c1=O | 121%[activator] | -15 | -15% | 9% | -4 | -7 | 4%
COc1ccc(-c2oc3ncn(Cc4ccco4)c(=N)c3c2-c2ccc(OC)cc2)cc1 | -10% | -14 | -10% | 0% | -1 | 1 | ·
CCn1ncc([N+](=O)[O-])c1C(=O)Nc1ccc(C(=O)N2CCCCC2)cc1 | 18% | -6 | -30% | ? | -4 | -40 | 3%
CN(C)c1ccc(S(=O)(=O)NCC(=O)OCC(=O)c2ccc[nH]2)cc1[N+](=O)[O-] | -9% | · | -21% | ? | · | 0 | ·
COc1ccccc1NC(=O)CCc1nnc2ccc(NCc3ccco3)nn12 | 9% | -2 | 37% | -7% | 2 | 27 | ·
COc1ccc(CCN2CC(C(=O)OCC(=O)NC(C)c3cccc(Cl)c3)CC2=O)cc1OC (stereo not given) | -8%[11.6 µM] | · | 144%[activator] | -13% | · | 0 | ·
Cn1cc([N+](=O)[O-])c(C(=O)N/N=C\c2c[nH]c3ccccc23)n1 | -5% | -3 | -13% | -2% | 9 | -31 | -8%
Cc1nc(CS(=O)(=O)c2ccc(Cl)cc2)cc(Sc2ccccc2Cl)n1 | 3% | 19 | 3.5µM* | 5% | -3 | -20 | 0%
COc1cnn(-c2ccccc2)c(=O)c1OC | 23% | -18 | -11% | -6% | 0 | 1 | 7%
Cc1cc(S(=O)(=O)N2CCCOC2CNC(=O)C(=O)NCc2cccs2)ccc1F (stereo not given) | 3% | -16 | 4% | -1% | -3 | 20 | ·
CN1C(=O)c2cccc3c(S(N)(=O)=O)ccc1c23 | 2% | -5 | -14% | -11% | 2 | 88 | -13%
Fc1ccc(CO/N=C2\CCCc3nonc32)cc1 | 6% | 61 | 42% | -5% | 27 | -36 | 2%
CC(C)n1ncc2c(C(=O)Nc3cccc(S(=O)(=O)N(C)C)c3)cc(C3CC3)nc21 | -2%[11.6 µM] | · | -13% | -21% | · | -2 | ·

Some values from above:
Cycloheximide cs with Cc1nc(CS(=O)(=O)c2ccc(Cl)cc2)cc(Sc2ccccc2Cl)n1 = -3
AmpC inh no detg with COc1cnn(-c2ccccc2)c(=O)c1OC = -11%

Screening results as filed in PubChem BioAssay.

Hits appear at their usual frequency; 16% or so of the library scored in one or more.
